Screening results deposited in PubChem BioAssay by National Center for Advancing Translational Sciences (NCATS).
LmPK inhibitor: qHTS Assay for Inhibitors of Leishmania Mexicana Pyruvate Kinase (LmPK) | Q27686 | purified LmPK, Kinase-Glo ATP luminescence, 1 h | Potency, µM (doses to about 57.5 µM), without a hit: at the highest dose activity change, negative = inhibition, most hits filed as inhibitors | 0.37% of 290,000 active | AID 1721, 2009; further: potency means the concentration at half of the fitted maximal effect; on the % scale 0 is the no-effect control and ±100 the full control effect
Target sequence (Q27686 whole entry, looked up): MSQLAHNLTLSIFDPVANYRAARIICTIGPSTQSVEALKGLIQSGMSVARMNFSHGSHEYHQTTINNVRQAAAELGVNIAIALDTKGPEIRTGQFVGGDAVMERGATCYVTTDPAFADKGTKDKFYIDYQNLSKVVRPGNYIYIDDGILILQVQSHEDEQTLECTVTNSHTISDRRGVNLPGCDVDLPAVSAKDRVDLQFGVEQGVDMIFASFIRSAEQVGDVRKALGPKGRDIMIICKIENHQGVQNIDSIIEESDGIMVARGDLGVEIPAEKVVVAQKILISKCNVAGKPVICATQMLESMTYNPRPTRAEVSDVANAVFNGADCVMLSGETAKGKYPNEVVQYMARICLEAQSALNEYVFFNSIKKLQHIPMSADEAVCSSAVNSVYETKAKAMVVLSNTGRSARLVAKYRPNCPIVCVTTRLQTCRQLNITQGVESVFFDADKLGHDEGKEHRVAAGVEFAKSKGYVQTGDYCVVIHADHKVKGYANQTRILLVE
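ATP generated from ADP (0.1 mM) and PEP (0.5 mM) by 0.1 nM LmPK over 1 h at room temperature (pH 7.2 imidazole buffer) was detected by coupled luciferase luminescence. Values were normalized to uninhibited and no-enzyme wells.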
AMA1-RON2 inh: qHTS for Inhibitors of AMA1-RON; Towards Development of Antimalarial Drug Lead: Primary Screen | 0.2% of 360,000 active | Plasmodium falciparum AMA1 (3D7) - RON2 peptide interaction | Potency, µM (titrated, usually from 58.2 µM), inactives show at the highest dose activity change, negative = inhibition, most hits filed as inhibitors | AlphaScreen AMA1-biotinylated RON2 peptide binding;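 further: potency means the concentration at half of the fitted maximal effect; 0% = vehicle wells and -100% = peptide control; nearly all actives have a fitted effect of over 45% in size; some results filed as inactive show a strong effect at the top dose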
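AMA1 (3D7) with his tag at 25 nM final met compounds first, then biotinylated RON2 peptide at 25 nM; detection used donor plus acceptor beads, 10 µg/mL apiece, read by AlphaScreen after 30 min at room temperature.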
Pf growth 96h: Primary qHTS for delayed death inhibitors of the malarial parasite plastid, 96 hour incubation; P. falciparum luciferase reporter growth, 96 h; Potency, µM (top dose mostly 28.7 µM), for inactives: at the highest dose activity change, negative = inhibition, most hits filed as inhibitors; 6.9% of 320,000 active; further: potency means the concentration at half of the fitted maximal effect; on the % scale 0 is the no-effect control and ±100 the full control effect
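Infected RBCs, 2% Hct / 0.05% parasitemia final; luciferase-reporter P. falciparum; cpd 96 h, 37 C, 5% CO2; luciferase detection reagent; luminescence.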
Tb PYK inh: qHTS of Trypanosoma Brucei Inhibitors; TbPYK enzyme, Kinase-Glo Plus ATP luminescence, 45 min; Potency, µM (series often up to 76.8 µM), without a hit: at the highest dose activity, negative = inhibition, usual class: inhibitors; AID 624173, 2012; 0.12% of 410,000 active; further: potency means the concentration at half of the fitted maximal effect; on the % scale 0 is the no-effect control and ±100 the full control effect; nearly all actives have a fitted effect of over 50% in size
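Enzyme and substrate buffer are dispensed first and compound is pin-transferred. ADP at 130 uM final then starts the reaction, which runs 45 min at room temperature. Detection reagent is added for 10 min before luminescence is imaged.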
Cycloheximide cs: Cycloheximide Counterscreen for Small Molecule Inhibitors of Shiga Toxin; cell reporter, cycloheximide protein synthesis inhibition counterscreen; max response, %; 12% of 300,000 active; in the data active means max response mostly above about 13%, no sharp cut-off; inactive means mostly below about 14%; further: read at 38.3 µM for the half of the compounds with a filed dose; 0% is about no effect
Shiga inhibitor: A qHTS for Small Molecule Inhibitors of Shiga Toxin. inhibition, % at 38.7 µM. 9.2% of 290,000 active. AID 2315, 2010. Vero cells, Shiga toxin protein synthesis inhibition reporter; in the data active means inhibition mostly above about 28%, no sharp cut-off; inactive means mostly below about 43%; further: 0% is about no effect
Pf growth 48h: Primary qHTS for delayed death inhibitors of the malarial parasite plastid, 48 hour incubation. P. falciparum luciferase growth in erythrocytes, 48 h. Potency, µM (titrated, usually from 28.7 µM), inactives show top-dose activity change, negative = inhibition, hits mostly inhibitors. AID 504832, 2011. 5.9% of 310,000 active; further: potency means the concentration at half of the fitted maximal effect; on the % scale 0 is the no-effect control and ±100 the full control effect
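In quantitative HTS format, infected erythrocytes bearing luciferase-reporter parasites were treated for a single generation at 37 C. Luminescence after adding detection reagent served as the growth measure.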
* = called active by the depositor; i = inactive; ? = inconclusive; . = not tested or not shown; + = active, no number; & = joins results of further samples; [ ] = dose if it differs, or a comment. Unless noted, the call rests on the fitted dose curve; in most records, active means well fitted curve in the direction sought with a large enough effect; inconclusive means small, poorly fitted or top-dose-only effect, or another doubt; inactive means no such curve, though single readings can be large; an effect the other way counts as inactive or inconclusive.

SMILES | LmPK inhibitor | AMA1-RON2 inh | Pf growth 96h | Tb PYK inh | Cycloheximide cs | Shiga inhibitor | Pf growth 48h
CCOC(=O)c1c(C)[nH]c(C)c1C(=O)CN1C(=O)NC2(CCC(C)CC2)C1=O (configuration not stated) | 0% | -7% | . | -7% | -2 | -2 | ?
O=C(CCCC(=O)N(CC(=O)NC1CCCCC1)c1ccc(F)cc1)Nc1ccccn1 | 3% | 1% | -20% | 0% | -2 | -3 | -16%
CCOC(=O)c1cc(-c2ccc(OC(F)F)cc2)nc2nc(SC)[nH]c(=O)c12 | 0% | -13% | ? | -2% | 6 | 20 | 4%
COc1ccc(C(=O)NCc2nnc(SCC(=O)Nc3cc(C)on3)o2)cc1OC | 3% | 85%[activator] | 33%[activator] | -3% | -2 | -17 | 35%[1.15 µM]
Cc1csc(CN(C)C(=O)CC2C(=O)NCCN2Cc2ccc(-c3ccccc3)cc2)n1 (configuration not stated) | 0% | 0% | 13% | -6% | -5 | -4 | 19%
COc1ccccc1N1C(=NC(=O)CCC2CCCC2)SC2CS(=O)(=O)CC21 (configuration not stated) | 8% | -5% | 29% | 3% | 9 | -6 | 14%
O=C(CN1CCCC1)Nc1ccc([N+](=O)[O-])cc1Cl | 14% | 12% | -29% | 1% | 5 | 26 | 6%
CCCCn1c(N)c(N(CCOC)C(=O)c2ccc(N3C(=O)CCC3=O)cc2)c(=O)[nH]c1=O | . | 20% | 7% | -5% | . | . | 2%
Cc1cccc2sc(NC(=O)c3cc(S(=O)(=O)N(C)C)ccc3N3CCCC3)nc12 | -1% | 0% | ? | 7% | 1 | -8 | ?
COC(=O)c1ccccc1NC(=O)N1c2ccccc2CC1C (configuration not stated) | 0% | 5% | . | -4% | 10 | 11 | ?
CC1C(C#N)=C(N)OC2=C1C(=O)CC(C)(C)C2 (configuration not stated) | 0% | -4% | 13µM* | 1% | 1 | 21 | .
CCOC(=O)c1ccc(N2C(=O)c3n[nH]c(C)c3C2c2ccccc2)cc1 (configuration not stated) | 4% | 0% | ? | -4% | -4 | -15 | ?
CC(=O)Nc1ccc(NC(=O)C(C)OC(=O)C2CCN(S(=O)(=O)c3ccc4c(c3)OCCO4)CC2)cc1 (configuration not stated) | . | -14% | 1% | 3% | . | . | ?
CN(C)C(=O)CN1C(=O)C2CCCCN2C(=O)c2ccccc21 (configuration not stated) | 1% | -1% | ? | 0% | -2 | -2 | 4%
CCCc1c(C(=O)N/N=C/c2ccccc2C(F)(F)F)nnn1-c1nonc1N | -1% | 2% | ? | 2% | -2 | -7 | ?

Copied from the listing (13 entries):
SMILES | LmPK inhibitor | AMA1-RON2 inh | Pf growth 96h | Tb PYK inh | Cycloheximide cs | Shiga inhibitor | Pf growth 48h
CCOC(=O)c1c(C)[nH]c(C)c1C(=O)CN1C(=O)NC2(CCC(C)CC2)C1=O (configuration not stated) | 0% | -7% | . | -7% | -2 | -2 | ?
O=C(CCCC(=O)N(CC(=O)NC1CCCCC1)c1ccc(F)cc1)Nc1ccccn1 | 3% | 1% | -20% | 0% | -2 | -3 | -16%
CCOC(=O)c1cc(-c2ccc(OC(F)F)cc2)nc2nc(SC)[nH]c(=O)c12 | 0% | -13% | ? | -2% | 6 | 20 | 4%
COc1ccc(C(=O)NCc2nnc(SCC(=O)Nc3cc(C)on3)o2)cc1OC | 3% | 85%[activator] | 33%[activator] | -3% | -2 | -17 | 35%[1.15 µM]
Cc1csc(CN(C)C(=O)CC2C(=O)NCCN2Cc2ccc(-c3ccccc3)cc2)n1 (configuration not stated) | 0% | 0% | 13% | -6% | -5 | -4 | 19%
COc1ccccc1N1C(=NC(=O)CCC2CCCC2)SC2CS(=O)(=O)CC21 (configuration not stated) | 8% | -5% | 29% | 3% | 9 | -6 | 14%
O=C(CN1CCCC1)Nc1ccc([N+](=O)[O-])cc1Cl | 14% | 12% | -29% | 1% | 5 | 26 | 6%
CCCCn1c(N)c(N(CCOC)C(=O)c2ccc(N3C(=O)CCC3=O)cc2)c(=O)[nH]c1=O | . | 20% | 7% | -5% | . | . | 2%
Cc1cccc2sc(NC(=O)c3cc(S(=O)(=O)N(C)C)ccc3N3CCCC3)nc12 | -1% | 0% | ? | 7% | 1 | -8 | ?
COC(=O)c1ccccc1NC(=O)N1c2ccccc2CC1C (configuration not stated) | 0% | 5% | . | -4% | 10 | 11 | ?
CC1C(C#N)=C(N)OC2=C1C(=O)CC(C)(C)C2 (configuration not stated) | 0% | -4% | 13µM* | 1% | 1 | 21 | .
CCOC(=O)c1ccc(N2C(=O)c3n[nH]c(C)c3C2c2ccccc2)cc1 (configuration not stated) | 4% | 0% | ? | -4% | -4 | -15 | ?
CC(=O)Nc1ccc(NC(=O)C(C)OC(=O)C2CCN(S(=O)(=O)c3ccc4c(c3)OCCO4)CC2)cc1 (configuration not stated) | . | -14% | 1% | 3% | . | . | ?

(listing goes on)
SMILES | LmPK inhibitor | AMA1-RON2 inh | Pf growth 96h | Tb PYK inh | Cycloheximide cs | Shiga inhibitor | Pf growth 48h
Cc1nn(-c2nc3ccccc3[nH]2)c(N)c1-c1ccccc1 | -15% | 73%[activator] | -19% | 1% | 42* | 67* | 53%[activator]
Cc1ccc2c(c1)N(C(=O)CCC(=O)NCCCN1CCN(C)CC1)CC(C)O2 (configuration not stated) | -6% | 0% | -16% | 3% | -1 | 11 | 7%
O=c1c2ccccc2nc(CSc2nnnn2-c2ccccc2)n1-c1cccc(C(F)(F)F)c1 | 9% | -2% | 25% | 2% | -2 | -6 | .
COc1ccccc1NS(=O)(=O)c1cc(NC(=O)C2CCCC2)ccc1N1CCOCC1 | 1% | -4% | -49% | -15% | 2 | -9 | ?
Cc1c(C)c2ccc(OCC(=O)c3ccccc3)cc2oc1=O | -9% | 0% | 81%[activator] | -9% | 4 | 24 | 91%[activator]
Nc1nonc1-c1nc2ccccc2n1Cc1ccc(Cl)cc1 | 12% | 9% | . | -13% | -1 | -6 | .
O=c1ccc2cc(OC3O[C@H](CO)[C@@H](O)[C@H](O)[C@H]3O)c(O)cc2o1 (some centres not stated) | . | 57%[activator] | 9% | 4% | . | . | 0%
Cc1ccc(C)c(CN2C(=O)c3ccccc3S(=O)c3ccc(C(=O)NCCCN4CCCC4)cc32)c1 (configuration not stated) | -2% | -9% | ? | -1% | -13 | -16 | ?
CCc1ccc(Oc2cc(Cl)nc(N)n2)cc1 | -4% | 3% | 5% | -5% | 50* | 65* | 43%[activator]
COC(=O)c1sccc1NC(=O)CC1C(=O)NCCN1C(=O)c1ccc(C)c(C)c1 (configuration not stated) | 4% | -9% | 27% | 2% | 1 | -6 | 6%
Cn1nc(-c2ccc(Cl)cc2)nc2c(=O)n(C)c(=O)nc1-2 | 1% | . | 0.93µM* | . | 25 | 22* | ?
COc1ccc(-n2nc(C(=O)NCC(=O)NC3CCCCCC3)c3ccccc3c2=O)cc1OC | 0% | 6% | ? | 2% | -2 | 1 | ?
C/C(=N/NC(=O)CNC(=O)c1ccccn1)c1ccc([N+](=O)[O-])cc1 | 1% | 76%[activator] | -43% | -8% | 11 | -3 | 19%
CSCCC(C(=O)NCc1cccs1)N1C(=O)c2ccccc2C1=O (configuration not stated) | 7% | -7% | 9% | 0% | 0 | -11 | .
O=C(Nc1ccc(S(=O)(=O)N2CCOCC2)cc1)c1cc(-c2ccccc2O)n[nH]1 | 2% | 138%[activator] | ? | 3% | -1 | 14 | 10µM*
COc1ccc(C2(C(=O)Nc3ccc(S(N)(=O)=O)cc3)CCCC2)cc1 | 0% | -2% | 26% | -3% | -6 | -13 | -2%
COCCCNC(=O)CN1C(=O)COc2ccc(S(=O)(=O)N3CCOCC3)cc21 | -3% | 4% | -15% | 0%&3% | -2 | 11 | 20%
COc1ccc(/C=C/C2=CC(C)(C)NC(=S)N2)c(OC)c1 | -3% | 6% | ? | -4% | 6 | -7 | 10µM*
COc1ccc2c(c1)CCC/C2=N\NC(=O)c1ccoc1C | 0% | 19% | 15% | 14% | 86* | + | 70%[activator]
Cc1cc(N2CCCC2=O)cc(C)c1S(=O)(=O)Nc1c(C)nn(C)c1C | -11% | -7% | 266%[activator] | -8% | 2 | -14 | -18%
COc1cccc(C(=O)N(C)c2nnc(-c3ccncc3)s2)c1 | -2% | 15% | 52%[activator] | -7% | 6 | 14 | 44%[activator]
Cc1c(NC(=S)NC(=O)CC(C)C)c(=O)n(-c2ccccc2)n1C | 1% | 3% | ? | 0% | 1 | -2 | 4%
CCN(CC)CCCNC(=O)c1cc2c(=O)n(C)c3ccccc3c2n1C | 2% | 5% | 10µM* | -4% | -3 | 3 | .
Cc1ccccc1-n1c(CSC(=N)N)nc2ccccc2c1=O | -6% | -9% | 3%[5.75 µM] | 2% | -3 | 7 | 8%
CCOC(=O)N1CCN(C(=O)c2oc3ccc(S(=O)(=O)N4CCCCCC4)cc3c2C)CC1 | -6% | -6% | ? | 1% | 2 | -4 | 12µM*
C=CCSc1nnc(NC(=O)c2c(CC)noc2C)s1 | . | 8% | 4% | 1% | . | . | -16%
CC(C)n1cnc2c(Nc3ccc(C(=O)O)cc3)nc(Cl)nc21 | -6% | -8% | ? | -10% | -1 | 9 | ?
O=C(CSc1nc(-c2ccccc2)ns1)N1CCOCC1 | 1% | -11% | 211%[activator] | -8% | 39* | 91* | i
CCN(CC)c1ccc2cc(C(N)=O)c(=O)oc2c1 | -7% | 9% | 10µM* | 2% | 23* | 12 | 109%[activator]
Cc1nn(S(=O)(=O)c2ccc(Cl)cc2)c(C)c1Sc1ccc([N+](=O)[O-])cc1 | 0% | -11% | ? | -1% | -2 | -4 | -22%
N#Cc1cnn2ccn(C3OC(CO)C(O)C3O)c12 (configuration not stated) | -1% | -9% | -14% | 4% | -5 | -7 | ?
CCOc1cc(NC(=S)NC)c(OCC)cc1NC(=O)c1cccs1 | -1% | 0% | ? | -5% | 11 | 2 | 37%[activator]
CC(C)C(c1nnnn1Cc1ccccc1)N1CCN(Cc2ccc3c(c2)OCO3)CC1 (configuration not stated) | 0% | -4% | 38%[activator] | 0% | 1 | 1 | ?
C/C(=N/NC(=O)CNC(=O)c1ccco1)c1ccc(Cl)cc1 | 9% | 0% | 42%[activator] | 3% | -3 | 1 | 39%[activator]
O=C(c1cc(F)ccc1F)C1CCCN(C(=O)CCN2CCCCO2)C1 (configuration not stated) | 0% | 17% | ? | -1% | 17* | 23 | 25%
O=C(Nc1ccccc1N1CCCCC1)c1cc(S(=O)(=O)N2CCOCC2)ccc1F | . | -12% | 0% | 0% | . | . | 10µM*
COc1ccc(C2=CC(=O)OC3(CCCC3)O2)cc1 | -6% | -4% | 19% | -4% | 3 | 36 | .
C(=C(c1ccccc1)c1ccccc1)c1ccccn1 | . | -12% | ? | -4% | . | . | ?

The order is random; overall some 21% were active at least once.
